# Screening data as filed in PubChem BioAssay.
# OX1R antag-1: blocks the human orexin 1 receptor; inhibition, % at 5 µM; CHO/OX1R cells, Fluo-8 calcium fluorescence, orexin A; 330,000 tested, 0.43% active; AID 434989; O43613;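 active = inhibition above its plate's threshold, mean inhibition of all tested compounds on the plate plus 3 SD, cut at about 37% in these data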;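 note: 0% = orexin A challenge wells and 100% = SB-334867-A antagonist wells; not every result past the cut was called active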
# Target sequence (O43613 whole entry, looked up): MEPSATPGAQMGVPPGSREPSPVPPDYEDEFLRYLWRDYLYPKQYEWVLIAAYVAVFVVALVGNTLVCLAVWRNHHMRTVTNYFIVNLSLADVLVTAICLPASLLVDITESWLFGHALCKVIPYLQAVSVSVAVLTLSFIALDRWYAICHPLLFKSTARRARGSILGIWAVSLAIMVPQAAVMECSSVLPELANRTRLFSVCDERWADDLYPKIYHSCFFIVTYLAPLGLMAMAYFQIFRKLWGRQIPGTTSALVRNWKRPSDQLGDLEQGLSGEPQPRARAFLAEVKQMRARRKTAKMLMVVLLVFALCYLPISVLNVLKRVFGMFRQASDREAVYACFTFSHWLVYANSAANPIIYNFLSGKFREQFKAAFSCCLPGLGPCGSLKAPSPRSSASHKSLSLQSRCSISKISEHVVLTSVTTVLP
# STK33 kinase inh: human STK33 kinase inhibition | Q9BYT3 | purified STK33, MBP phosphorylation, ADP-Glo luminescence | inhibition, % at 10 µM | 320,000 tested, 0.073% active | AID 2661;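 active = inhibition at or above 25%, using the most active replicate where run in duplicate; inactive = inhibition below 25%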
# Target sequence (Q9BYT3 whole entry, looked up): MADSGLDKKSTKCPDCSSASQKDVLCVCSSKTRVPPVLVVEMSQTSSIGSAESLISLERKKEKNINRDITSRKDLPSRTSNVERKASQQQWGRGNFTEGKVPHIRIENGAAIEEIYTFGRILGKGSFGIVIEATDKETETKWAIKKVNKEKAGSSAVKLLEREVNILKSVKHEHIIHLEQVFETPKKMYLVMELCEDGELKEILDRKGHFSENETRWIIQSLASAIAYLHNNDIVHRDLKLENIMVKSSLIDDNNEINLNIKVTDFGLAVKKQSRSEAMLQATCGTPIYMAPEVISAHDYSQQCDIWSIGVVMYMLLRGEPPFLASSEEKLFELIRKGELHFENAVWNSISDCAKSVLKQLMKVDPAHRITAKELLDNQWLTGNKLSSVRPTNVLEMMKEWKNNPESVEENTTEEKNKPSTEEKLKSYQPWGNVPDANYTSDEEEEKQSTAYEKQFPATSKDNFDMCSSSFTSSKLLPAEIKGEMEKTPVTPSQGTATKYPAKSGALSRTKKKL
# OX1R antag-2: blocks the human orexin 1 receptor; inhibition, % at 6.6 µM; AID 485270; 330,000 tested, 1.8% active; O43613; OX1R-expressing cells, FRET antagonist read-out; in the data active = inhibition mostly above about 38%, no sharp cut-off; inactive = mostly below about 40%;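 note: 0% = agonist challenge alone and 100% = reference antagonist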
# * hit, by the source's call; / = no result given.
(1) O=C(COC(=O)c1cccc(Cl)c1)NC(=O)NCc1ccccc1
(2) Cn1ncc([N+](=O)[O-])c1C(=O)Nc1ccccc1
(3) CC1(C)CC(=O)C=C(c2cccc(CO)c2)C1
(4) CCOc1ccc(NC(=O)CN(C)S(=O)(=O)c2cnc[nH]2)cc1
(5) COC(=O)C1=C(O)CSC1=Nc1ccccc1
(6) CC1CCCC(C)N1C(=O)c1cc2ncc(CCCl)cn2n1 (configuration not stated)
(7) CCN1C(=O)[C@H]2[C@H]3[C@H](O)[C@H](O)C/C(=N\OC[C@@H](C)[C@H](OCc4ccccc4)C(C)C)[C@@H]3CC[C@H]2C1=O
(8) Cc1cccc(N(C)S(=O)(=O)c2ccc3c(c2)C(C)(C)C(=O)N3C)c1

Assay by compound,1,2,3,4,5,6,7,8
OX1R antag-1,5.8,0.5,2.5,-15.2,-11.9,-10.8,13.6,-9.4
STK33 kinase inh,-0.1,-0.9,-1.5,1.1,0.0,-1.9,0.9,1.8
OX1R antag-2,4.1,17.0,-0.9,21.9,2.5,13.4,61.3,10.8

(9) Cc1ccc(C)c(NC(=S)N/N=C/C(C)c2ccccc2)c1 (configuration not stated)
(10) CC1=C(C)CC(C(=O)NNC(=O)c2ccccc2)C(C(=O)O)C1 (configuration not stated)
(11) COc1cc(OC)nc(NC(C)=O)n1
(12) Cc1cc(O)ccc1N/C=C1\CCCC1=O
(13) C#Cc1ccc(CN2CCC(N3CCC(C(=O)NCc4ccccn4)CC3)CC2)cc1
(14) Cc1ccc(SCc2nc3ccccc3n2CC(=O)Nc2ccccc2)cc1
(15) O=C(NNC(=O)c1csc(N2CCOCC2)n1)c1ccc(Cl)nc1
(16) O=C(c1ccc(-c2ccc([N+](=O)[O-])cc2)o1)N1CCCCC1

Assay by compound,9,10,11,12,13,14,15,16
OX1R antag-1,-31.5,-15.4,-12.4,4.3,-19.2,-21.3,-5.7,-3.3
STK33 kinase inh,-1.1,1.1,-0.2,0.6,0.7,1.0,-1.4,-0.3
OX1R antag-2,12.4,12.9,22.1,59.0,11.9,29.2,7.1,26.3

(17) O=C(CCOc1ccccc1)Nc1ccc(S(=O)(=O)Nc2ncccn2)cc1
(18) CCOC(=O)C1CCCN(C(=O)/C=C/c2cc(OC)c(OC)c(OC)c2)C1 (configuration not stated)
(19) Cc1ccc(C=Nc2ccccc2C(N)=O)s1
(20) O=S(=O)(NC1CCCCC1N1CCC(O)CC1)c1ccc(Cl)cc1 (configuration not stated)
(21) Cc1cccc(N(C(=O)c2ccc(Cl)cc2)C2CS(=O)(=O)CC2OC(=O)c2ccc(Cl)cc2)c1 (configuration not stated)
(22) O=C1CC(N2CCOCC2)C(=O)N1c1ccc(Cl)cc1 (configuration not stated)
(23) COc1ccc([N+](=O)[O-])cc1NC(=O)C(C)OC(=O)C1CCCC1 (configuration not stated)
(24) CCN(CC)CCCN1C(=O)c2oc3ccccc3c(=O)c2C1c1cccc(OC)c1OC (configuration not stated)

Assay by compound,17,18,19,20,21,22,23,24
OX1R antag-1,1.5,-40.1,-2.0,-15.9,-26.6,-14.6,-17.9,-19.2
STK33 kinase inh,/,0.2,1.1,-0.5,0.7,-2.0,-1.5,0.2
OX1R antag-2,-3.9,14.7,14.3,-9.1,1.9,14.1,25.0,15.5

# Sorted by formula weight (low to high): some entries from above
(11) COc1cc(OC)nc(NC(C)=O)n1
(12) Cc1cc(O)ccc1N/C=C1\CCCC1=O
(19) Cc1ccc(C=Nc2ccccc2C(N)=O)s1
(9) Cc1ccc(C)c(NC(=S)N/N=C/C(C)c2ccccc2)c1 (configuration not stated)
(10) CC1=C(C)CC(C(=O)NNC(=O)c2ccccc2)C(C(=O)O)C1 (configuration not stated)
(6) CC1CCCC(C)N1C(=O)c1cc2ncc(CCCl)cn2n1 (configuration not stated)
(23) COc1ccc([N+](=O)[O-])cc1NC(=O)C(C)OC(=O)C1CCCC1 (configuration not stated)
(8) Cc1cccc(N(C)S(=O)(=O)c2ccc3c(c2)C(C)(C)C(=O)N3C)c1
(15) O=C(NNC(=O)c1csc(N2CCOCC2)n1)c1ccc(Cl)nc1
(18) CCOC(=O)C1CCCN(C(=O)/C=C/c2cc(OC)c(OC)c(OC)c2)C1 (configuration not stated)

Assay by compound,11,12,19,9,10,6,23,8,15,18
OX1R antag-1,-12.4,4.3,-2.0,-31.5,-15.4,-10.8,-17.9,-9.4,-5.7,-40.1
STK33 kinase inh,-0.2,0.6,1.1,-1.1,1.1,-1.9,-1.5,1.8,-1.4,0.2
OX1R antag-2,22.1,59.0,14.3,12.4,12.9,13.4,25.0,10.8,7.1,14.7

(14) Cc1ccc(SCc2nc3ccccc3n2CC(=O)Nc2ccccc2)cc1
(17) O=C(CCOc1ccccc1)Nc1ccc(S(=O)(=O)Nc2ncccn2)cc1
(13) C#Cc1ccc(CN2CCC(N3CCC(C(=O)NCc4ccccn4)CC3)CC2)cc1
(24) CCN(CC)CCCN1C(=O)c2oc3ccccc3c(=O)c2C1c1cccc(OC)c1OC (configuration not stated)
(7) CCN1C(=O)[C@H]2[C@H]3[C@H](O)[C@H](O)C/C(=N\OC[C@@H](C)[C@H](OCc4ccccc4)C(C)C)[C@@H]3CC[C@H]2C1=O
(21) Cc1cccc(N(C(=O)c2ccc(Cl)cc2)C2CS(=O)(=O)CC2OC(=O)c2ccc(Cl)cc2)c1 (configuration not stated)

Assay by compound,14,17,13,24,7,21
OX1R antag-1,-21.3,1.5,-19.2,-19.2,13.6,-26.6
STK33 kinase inh,1.0,/,0.7,0.2,0.9,0.7
OX1R antag-2,29.2,-3.9,11.9,15.5,61.3,1.9

# (further entries)
(25) COc1ccccc1C(=O)Nc1ccc(S(=O)(=O)Nc2cc(C)nc(C)n2)cc1
(26) COCCNC(=O)c1c[nH]c2ccc(S(=O)(=O)Nc3ccccc3F)cc2c1=O
(27) Cc1cccc2cc3c(N)c(C(=O)N4CCOCC4)sc3nc12
(28) Cc1ccc2cccnc2c1NC(=S)NC(=O)c1ccccc1
(29) CCN(CC(=O)Nc1c(F)cccc1F)C(=O)CSc1nnc(-c2ccco2)n1CC
(30) Cc1ccc(C)c(S(=O)(=O)N2CCCN(C)CC2)c1
(31) O=C(CN1CCCCCC1)NC(c1ccccc1)c1ccccc1
(32) COc1cc(/C=N/Nc2ccc(C(F)(F)F)cn2)ccc1O

Assay by compound,25,26,27,28,29,30,31,32
OX1R antag-1,-12.6,11.5,-26.3,-25.0,2.0,2.7,-5.1,-13.1
STK33 kinase inh,-0.8,1.3,1.1,-0.5,-0.4,-0.2,0.0,27.9*
OX1R antag-2,9.4,-2.7,42.5,4.0,16.8,21.0,6.0,13.1

(33) C=C(C)COc1ccc(-c2nc(N)ncc2Oc2ccccc2OC)c(O)c1
(34) CCOc1ccc(CC(=O)NCc2ccc3c(c2)cc(C)n3C)cc1
(35) CCCCn1c(SCC(=O)NC2CC2)nnc1-c1ccncc1
(36) N#Cc1c(N)sc2c1CCCCCC2
(37) Cc1ccccc1CN1C(=O)C2(OCCCO2)c2ccccc21
(38) COc1ccc(NC2CCCN(C(=O)CCc3ccncc3)C2)cc1OC (configuration not stated)
(39) Cc1ccccc1C1c2[nH]c3ccccc3c2C[C@H]2C(=O)N(c3ccccc3C(=O)NCCN3CCOCC3)C(=O)N12 (some centres not stated)
(40) CC(OC(=O)c1n[nH]c2ccccc12)C(=O)NC1CCCCC1C (configuration not stated)

Assay by compound,33,34,35,36,37,38,39,40
OX1R antag-1,-20.2,-30.1,2.9,-17.0,-29.4,-5.9,-23.1,-4.9
STK33 kinase inh,1.2,-0.9,-1.1,-0.7,/,0.9,-0.1,0.0
OX1R antag-2,26.8,0.4,12.0,5.4,28.2,23.9,10.9,1.6

(41) Cc1cc(C)c(NC(=S)N2CCC(N(C)CC3CCCO3)CC2)c(C)c1 (configuration not stated)
(42) COc1cccc(NC(=O)c2cnsn2)c1
(43) CC12CCC(C(=O)Nc3cc(Cl)ccc3Cl)(C(Br)C1=O)C2(C)C (configuration not stated)
(44) CCOc1ccc(CNC(=O)Cn2c(=O)c3cccn3c3ccccc32)cc1
(45) COc1ccc(C(=O)NC(=S)Nc2ccc(CN3CCOCC3)cc2)cc1OC
(46) CCc1ccc(NC(=O)c2cnccn2)cc1
(47) COc1cccc(-c2coc3cc4oc(=O)c(CCC(=O)O)c(C)c4cc23)c1
(48) COC(=O)c1cccc(NC(=S)Nc2ccccc2Cl)c1

Assay by compound,41,42,43,44,45,46,47,48
OX1R antag-1,1.4,-1.3,-19.3,-41.4,-35.5,-18.9,-26.4,-16.2
STK33 kinase inh,-0.7,-0.5,-3.4,-0.8,-0.5,-0.4,-1.2,0.9
OX1R antag-2,4.5,9.4,26.2,6.6,4.7,0.5,15.5,1.7

(49) COc1cccc(CN2CCN(Cc3ccc4c(NC(C)=O)cccc4n3)CC2CCO)c1 (configuration not stated)
(50) COCc1n[nH]c(=S)n1-c1ccccc1
(51) CCn1c(=O)c(C(=O)CN2CCN(S(=O)(=O)c3ccc(C)cc3C)CC2)c(N)n(Cc2ccccc2)c1=O
(52) CC(C)Oc1ccc(S(=O)(=O)N2CCOCC2)cc1NC(=O)c1ccc(N2CCCC2=O)cc1
(53) Cc1cc(S(=O)(=O)n2ccnc2)c(Cl)cc1Cl
(54) CN1C(=O)/C(=C/c2ccc(OCc3ccc(F)cc3)cc2)N(C)C1=S
(55) O=C(NCCCN1CCCC1=O)c1cccc(Oc2ccccc2)c1
(56) CCOc1ccc(C(C)NC(=O)c2cccs2)cc1OCC (configuration not stated)

Assay by compound,49,50,51,52,53,54,55,56
OX1R antag-1,-11.8,-12.5,-24.1,-22.1,-1.7,-0.9,-33.9,-27.8
STK33 kinase inh,0.6,-1.6,-0.6,-0.6,0.1,-0.7,-1.1,-1.4
OX1R antag-2,8.0,-9.6,11.6,33.6,23.8,37.2,9.2,11.3

(57) C/C(=N\NS(=O)(=O)c1ccc(Br)cc1)c1ccc2c(c1)OCO2
(58) O=C(CSc1ncnc2c1nnn2Cc1ccccc1)NC1CCCCC1
(59) COc1cc(/C=N/NC(=O)c2cccnc2)ccc1OCC(=O)Nc1ccccc1Cl
(60) C=CCn1c(SCC(=O)c2[nH]c(C)c(C(=O)OCC)c2C)nc2scc(-c3ccc(OC)c(OC)c3)c2c1=O
(61) COc1ccc(N=Nc2cc(-c3ccccc3)ccc2O)cc1
(62) Cc1ccc(S(=O)(=O)N2CCN(Cc3ccsc3)CC2)cc1
(63) CCOC12NC(=O)CC(=O)N1C(c1ccccc1)=CS2 (configuration not stated)
(64) COC(=O)/C(=C/Nc1cccc2ccccc12)[N+](=O)[O-]

Assay by compound,57,58,59,60,61,62,63,64
OX1R antag-1,-6.6,-14.4,-12.9,-23.9,-13.6,-24.3,-3.8,-11.5
STK33 kinase inh,-2.1,-2.5,-1.5,-3.2,-1.4,-0.2,0.1,-0.3
OX1R antag-2,12.3,26.6,31.9,10.7,18.3,0.6,13.4,-3.1

(65) O=C(NCc1ccc2c(c1)OCO2)Nc1ccc(Cl)cc1
(66) O=C(Nc1ccccn1)C1(c2ccccc2)CCCC1
(67) Cc1cccc(-c2nnc(NC(=O)c3ccco3)s2)c1
(68) COc1ccc2oc(C(=O)OCC(=O)N(C)Cc3ccccc3)c(C)c2c1
(69) COC(=O)c1ccc(C(=O)OC)c(NC(=O)CN(c2ccccc2)S(=O)(=O)N(C)C)c1
(70) Cc1ccc(C)n1-c1ccc(C(=O)NCc2cccnc2)cc1
(71) CCOn1c(=O)c(-c2ccccc2)[n+]([O-])c2ccccc21
(72) CCN(CC)c1ccc(NC(=O)c2ccccc2)cc1S(=O)(=O)Nc1ccccc1OC

Assay by compound,65,66,67,68,69,70,71,72
OX1R antag-1,-2.5,5.9,-5.5,-36.3,-12.4,9.2,-27.3,1.5
STK33 kinase inh,-2.2,-0.4,-0.8,-0.9,1.0,-0.5,0.2,-1.4
OX1R antag-2,5.7,3.7,30.3,16.3,11.4,0.0,25.3,24.3

(73) COc1ccc(CC(NC(C)=O)C(=O)NC2CCN(S(=O)(=O)c3ccc(NC(C)=O)cc3)CC2)cc1 (configuration not stated)
(74) COc1ccccc1/C=N/NC(=O)c1ccc(NC(=O)c2cccc([N+](=O)[O-])c2)cc1
(75) COc1ccc(S(=O)(=O)n2nc(OC(=O)c3ccco3)cc2N)cc1
(76) O=C(O)c1cccc(NC(=O)c2ccc3c(c2)C(=O)N(Cc2ccco2)C3=O)c1
(77) CC1CCN(C(=O)c2ccc(N(C)S(C)(=O)=O)cc2)CC1
(78) CCN(c1ccccc1)c1cc(C)nc2nc(C)nn12
(79) CCC(C)NC(=O)CS(=O)Cc1nc(-c2cccc(C)c2)oc1C (configuration not stated)
(80) O=C(NCCCc1ccccc1)C1CC(=O)N(c2ccc3c(c2)OCCO3)C1 (configuration not stated)
(81) CCCn1nc(NC(=O)c2ccco2)c2cc3ccccc3nc21
(82) Cc1cc(C(=O)Nc2ncc(C)s2)c2ccccc2n1

Assay by compound,73,74,75,76,77,78,79,80,81,82
OX1R antag-1,-5.9,-21.4,-8.1,3.9,-11.0,-13.8,-6.8,-12.6,-19.4,-30.0
STK33 kinase inh,0.1,0.2,0.3,-0.1,-0.6,-1.9,0.6,-0.6,1.3,1.4
OX1R antag-2,8.1,9.2,1.2,76.3,22.9,17.3,3.0,6.9,14.6,3.9
